SIAH1 antagonists: Siah-1 peptide-binding antagonists, primary screen, biochemical, fluorescence polarization, rhodamine-plectin, uHTS (AID 1817); Siah-1 / rhodamine-plectin peptide fluorescence polarization; higher % means a stronger effect; actives 0.02% (n = 290,000); one-dose displacement, % at 20 µM; IC50 in µM for titrated hits;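 active = displacement of at least 50% at 20 µM, with a fluorescence ratio check between 0.3 and a set limit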;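 note: plate controls were Siah plus tracer with DMSO for no effect and tracer alone without Siah for full effect; strong numbers were not always called active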
XIAP displacement: small molecules displacing peptide from XIAP – biochemical, IAP family, fluorescence polarization (AID 1018); XIAP BIR domain, fluorescence polarization peptide displacement; higher % means a stronger effect; actives 0.007% (n = 200,000); displacement, % at 20 µM; hits with a dose series show IC50 in µM; in the data active = displacement above about 50%; note: a part of the inactive calls stands beside numbers as strong as those of hits
WT yeast gro inh: growth inhibition of WT yeast, mitochondrial fusion screen; inhibition, % at 10 µM; mitochondrial fusion phenotypic screen, WT strain; actives 2.1% (n = 190,000); in the data active = inhibition above about 58%; tested in S. cerevisiae
TNAP activators: human TNAP enzyme activators, primary screen, biochemical, luminescent, no phosphate acceptor, uHTS (AID 1001). purified TNAP, luminescent activation assay, no phosphate acceptor; higher activation fold means a stronger effect. activation fold at 20 µM; hits with a dose series show EC50 in µM. actives 0.03% (n = 200,000); in the data active = activation fold from about 3, or a potency from the dose series; inactive = the rest, 99 in 100 with activation fold below about 1.6; note: many of its hits are not listed in these tables
Myeloid diff 2: myeloid differentiation induction; AID 624256; actives 1% (n = 360,000); calls only at 10 µM; ER-HoxA9 myeloid progenitors, lysozyme-GFP differentiation, flow cytometry;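 active = normalized GFP-positive differentiation at or above the plate's own cutoff, the solvent-only control mean plus 3 SD; inconclusive = no clear call, values can overlap the other calls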;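 note: cells exposed to compound for four days before flow analysis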
PMI inhibition: MPI inhibition at elevated mannose 6-phosphate – biochemical, fluorescence intensity, high mannose 6-phosphate, primary screen (AID 1220); recombinant PMI enzyme, coupled fluorescence intensity; higher % means a stronger effect; inhibition, % at 20 µM, or IC50 in µM where a hit was titrated; actives 0.66% (n = 190,000)
RSV antiviral HEp-2: inhibition of RSV-induced cytopathic effect – HEp-2 cells, primary 10 µM value included (AID 2391). HEp-2 cells, RSV-induced CPE inhibition; higher % means a stronger effect. CPE inhibition, % at 10 µM; hits with a dose series show IC50 in µM. actives 0.13% (n = 310,000); in the data active = a potency from the dose series; inconclusive = CPE inhibition mostly from about 23% at the one dose, without a potency; inactive = the rest, 99 in 100 with CPE inhibition below about 21%; note: strong numbers were not always called active
PMI inhibitors: MPI enzyme activity inhibition – biochemical, fluorescence intensity, coupled assay, primary screen (AID 1209); purified PMI enzyme, coupled fluorescence intensity; higher % means a stronger effect; inhibition, % at 20 µM; hits with a dose series show IC50 in µM; actives 0.42% (n = 190,000);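 note: plate controls were DMSO vehicle for no effect and wells lacking substrate for full effect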
PhoP inhibition: PhoP-dependent GFP reporter repression – Salmonella Typhimurium, primary screen (AID 1863). inhibition, % at 50 µM; hits with a dose series show IC50 in µM. S. Typhimurium PhoP-regulated promoter GFP reporter, 4 h; higher % means a stronger effect. actives 0.16% (n = 300,000);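 active = inhibition over 29.93%, a cutoff 3 SD above the screen mean, later confirmed by dose response; inconclusive = inhibition over 29.93% but no dose response follow-up; inactive = inhibition at most 29.93% or unconfirmed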;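 note: 0% = low Mg2+ inducing control and 100% = high Mg2+ repressing control; strong numbers were not always called active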
WT yeast gro inh mutant strain: further read-out of WT yeast gro inh, marked with its call; inhibition, %; mitochondrial fusion phenotypic screen, mutant strain inhibition
Myeloid diff 2 GFP+ MAC1+ %: recorded beside Myeloid diff 2, whose call it bears; GFP+ MAC1+ double positive, %; measured here: differentiation confirmed by MAC1 staining
* marks the source's active call; other numbers are inactive results. Cut-off read from the data, not from the text of the source, unless noted: active = inhibition above about 50%; inactive = the rest.

O=S(=O)(c1ccc(S(=O)(=O)N(Cc2ccco2)Cc2ccccc2Cl)cc1)N1CCCC1 was read as SIAH1 antagonists -0.6%, XIAP displacement -0.9%, WT yeast gro inh -1.3, TNAP activators 1, Myeloid diff 2 inactive, PMI inhibition -10.9%, RSV antiviral HEp-2 -1.7%, PMI inhibitors 1.6%, PhoP inhibition 8.5%, WT yeast gro inh mutant strain -6.5 and Myeloid diff 2 GFP+ MAC1+ % 0.6.
Screening COc1ccc(Nc2nc(N)nc(CSc3nccc(C)n3)n2)cc1 returned SIAH1 antagonists -3.7%, XIAP displacement -1.9%, WT yeast gro inh 1.4, TNAP activators 1, Myeloid diff 2 inactive, PMI inhibition 11.8%, RSV antiviral HEp-2 0.5%, PMI inhibitors 13.1%, PhoP inhibition 1.7%, WT yeast gro inh mutant strain 3.8 and Myeloid diff 2 GFP+ MAC1+ % 0.2.
For CNc1c(NS(=O)(=O)c2ccc(Br)cc2)c(=O)oc2ccccc12 the results were SIAH1 antagonists 4.6%, Myeloid diff 2 inactive, RSV antiviral HEp-2 0.6%, PhoP inhibition -2.9% and Myeloid diff 2 GFP+ MAC1+ % 0.4.
For O=C(NC1CCCc2ccccc21)C1CCCC1 (stereo unspecified) the results were SIAH1 antagonists 2.4%, Myeloid diff 2 inactive, RSV antiviral HEp-2 1.9%, PhoP inhibition -7.0% and Myeloid diff 2 GFP+ MAC1+ % 0.2.
`Clc1ccccc1-c1nn2c(Cn3cnc4ccccc43)nnc2s1` gave SIAH1 antagonists 1.5%, XIAP displacement -3.6%, WT yeast gro inh 12.7, TNAP activators 1.1, Myeloid diff 2 inactive, PMI inhibition -3.9%, RSV antiviral HEp-2 inconclusive, PMI inhibitors 25.0%, PhoP inhibition 6.5%, WT yeast gro inh mutant strain 14.1 and Myeloid diff 2 GFP+ MAC1+ % 1.1.
`O=C(Cn1cnc2sc(-c3ccccc3)cc2c1=O)N1CCOCC1` gave SIAH1 antagonists -1.1%, XIAP displacement 0.7%, WT yeast gro inh -1.4, TNAP activators 1.1, Myeloid diff 2 inactive, PMI inhibition 5.4%, RSV antiviral HEp-2 -0.2%, PMI inhibitors 5.0%, PhoP inhibition -6.8%, WT yeast gro inh mutant strain -11.8 and Myeloid diff 2 GFP+ MAC1+ % 1.2.
CCc1ccc2[nH]c(=O)c(CN(CCCN3CCOCC3)C(=O)Nc3cccc(Cl)c3)cc2c1 was read as SIAH1 antagonists -3.4%, XIAP displacement -2.8%, WT yeast gro inh -0.7, TNAP activators 1.1, Myeloid diff 2 inactive, PMI inhibition 9.0%, RSV antiviral HEp-2 20.8%, PMI inhibitors 12.9%, PhoP inhibition -4.5%, WT yeast gro inh mutant strain -0.7 and Myeloid diff 2 GFP+ MAC1+ % 0.5.
For Cc1sc2ncnc(SCC(=O)N3CCCC3)c2c1C the results were SIAH1 antagonists -1.2%, XIAP displacement -3.3%, WT yeast gro inh 19.0, TNAP activators 1.1, Myeloid diff 2 inactive, PMI inhibition 8.0%, RSV antiviral HEp-2 0.8%, PMI inhibitors 13.0%, PhoP inhibition 0.4%, WT yeast gro inh mutant strain 15.5 and Myeloid diff 2 GFP+ MAC1+ % 1.4.
For CNS(=O)(=O)c1cc(Nc2ncnc3sccc23)ccc1C the results were SIAH1 antagonists 4.9%, Myeloid diff 2 inactive, RSV antiviral HEp-2 2.4%, PhoP inhibition 3.5% and Myeloid diff 2 GFP+ MAC1+ % 1.1.
Screening CCCSC(=O)N(CC)CC(=O)Nc1c(CC)cccc1CC returned SIAH1 antagonists 2.1%, XIAP displacement -0.7%, WT yeast gro inh -8.4, TNAP activators 1.1, Myeloid diff 2 inactive, PMI inhibition 11.8%, RSV antiviral HEp-2 3.8%, PMI inhibitors 8.4%, PhoP inhibition -4.3%, WT yeast gro inh mutant strain -17.9 and Myeloid diff 2 GFP+ MAC1+ % 1.5.
CCOc1ccc(S(=O)(=O)n2nc(C)c(S(=O)(=O)N3CCOCC3)c2C)cc1 was read as SIAH1 antagonists -0.6%, Myeloid diff 2 inactive, RSV antiviral HEp-2 1.6%, PhoP inhibition -4.7% and Myeloid diff 2 GFP+ MAC1+ % 0.0.
`Cc1oc(-c2cccc(Cl)c2)nc1CN1CCC(C(=O)NCCCN2CCCC2=O)CC1` gave SIAH1 antagonists 0.7%, XIAP displacement -2.8%, WT yeast gro inh -1.7, TNAP activators 1.1, Myeloid diff 2 inactive, PMI inhibition -4.8%, RSV antiviral HEp-2 -1.6%, PMI inhibitors -4.3%, PhoP inhibition 3.8%, WT yeast gro inh mutant strain -10.8 and Myeloid diff 2 GFP+ MAC1+ % 4.9.
For COc1ccc(CCNC(=S)NNC(=O)c2c(Br)c(C)nn2C)cc1OC the results were SIAH1 antagonists 4.2%, Myeloid diff 2 inactive, RSV antiviral HEp-2 1.6%, PhoP inhibition -5.0% and Myeloid diff 2 GFP+ MAC1+ % 2.5.
COC(=O)C1=C(CS(=O)(=O)c2ccccc2)NC(=O)NC1c1ccc(OC)c(OC)c1 (stereo unspecified) was read as SIAH1 antagonists 3.1%, Myeloid diff 2 inactive, RSV antiviral HEp-2 1.0%, PhoP inhibition -1.0% and Myeloid diff 2 GFP+ MAC1+ % 3.9.
CCCCNC(=O)C1CC(=O)N(CCc2ccccc2)C1 (stereo unspecified) was read as SIAH1 antagonists 5.7%, XIAP displacement -8.0%, WT yeast gro inh 2.0, TNAP activators 0.9, Myeloid diff 2 inactive, PMI inhibition -6.9%, RSV antiviral HEp-2 0.3%, PMI inhibitors -8.9%, PhoP inhibition 10.5%, WT yeast gro inh mutant strain -5.4 and Myeloid diff 2 GFP+ MAC1+ % 0.1.
Screening CCN1CCN(CCCNC(=O)CCCn2nc(C)c3sc4ccccc4c3c2=O)CC1 returned SIAH1 antagonists 1.9%, Myeloid diff 2 inactive, RSV antiviral HEp-2 1.8%, PhoP inhibition 7.2% and Myeloid diff 2 GFP+ MAC1+ % 0.5.
`N#Cc1ccccc1NC(=O)COC(=O)c1ccc2c(c1)OCCO2` gave SIAH1 antagonists -0.1%, XIAP displacement -6.0%, WT yeast gro inh 0.9, TNAP activators 1, Myeloid diff 2 inactive, PMI inhibition -5.3%, RSV antiviral HEp-2 -0.3%, PMI inhibitors -7.9%, PhoP inhibition -20.8%, WT yeast gro inh mutant strain 4.1 and Myeloid diff 2 GFP+ MAC1+ % 0.9.
`CCOC(=O)C1CN(S(=O)(=O)c2ccc(C)cc2)CCN1S(=O)(=O)c1ccc(C)cc1` (stereo unspecified) gave SIAH1 antagonists 3.8%, XIAP displacement -22.6%, WT yeast gro inh 20.3, TNAP activators 1.1, Myeloid diff 2 inactive, PMI inhibition 15.1%, RSV antiviral HEp-2 -0.3%, PMI inhibitors 17.1%, PhoP inhibition -10.1%, WT yeast gro inh mutant strain 5.0 and Myeloid diff 2 GFP+ MAC1+ % 5.5.
Screening Cn1[nH]c(-c2ccccc2)c(/C=N/O)c1=O returned SIAH1 antagonists -0.9%, XIAP displacement -5.5%, WT yeast gro inh 9.6, TNAP activators 1, Myeloid diff 2 inactive, PMI inhibition 20.2%, RSV antiviral HEp-2 1.0%, PMI inhibitors 5.4%, PhoP inhibition -6.8%, WT yeast gro inh mutant strain 6.7 and Myeloid diff 2 GFP+ MAC1+ % 0.1.
CS(=O)(=O)N(CC(=O)N1CCC(C(N)=O)CC1)Cc1ccc(Cl)c(Cl)c1 was read as SIAH1 antagonists -0.1%, Myeloid diff 2 inactive, RSV antiviral HEp-2 0.4%, PhoP inhibition -6.0% and Myeloid diff 2 GFP+ MAC1+ % 0.3.
N#C/C(=C/Nc1ccccc1F)S(=O)(=O)c1ccc(Cl)cc1 was read as SIAH1 antagonists -3.5%, Myeloid diff 2 inactive, RSV antiviral HEp-2 2.0%, PhoP inhibition 28.4% and Myeloid diff 2 GFP+ MAC1+ % 0.1.
Screening COc1ccc(/C=C/C(=O)OCCCN(C)C)cc1 returned SIAH1 antagonists 4.1%, XIAP displacement -1.7%, WT yeast gro inh -11.5, TNAP activators 1.1, Myeloid diff 2 inactive, PMI inhibition -6.3%, RSV antiviral HEp-2 -0.3%, PMI inhibitors -1.5%, PhoP inhibition -9.8%, WT yeast gro inh mutant strain 7.8 and Myeloid diff 2 GFP+ MAC1+ % 0.5.
`O=S(=O)(NC1CC2CCC1C2)c1ccc(Cl)cc1` (stereo unspecified) gave SIAH1 antagonists 8.6%, Myeloid diff 2 inactive, RSV antiviral HEp-2 2.8%, PhoP inhibition -3.3% and Myeloid diff 2 GFP+ MAC1+ % 0.6.
`COc1ccc(Nc2ncccc2C(=O)NCc2ccccc2)cc1` gave SIAH1 antagonists -1.7%, XIAP displacement -7.1%, WT yeast gro inh -7.6, TNAP activators 1.1, Myeloid diff 2 inactive, PMI inhibition -4.8%, RSV antiviral HEp-2 9.1%, PMI inhibitors -2.1%, PhoP inhibition -9.9%, WT yeast gro inh mutant strain -5.4 and Myeloid diff 2 GFP+ MAC1+ % 1.3.
`O=C(CC1C(=O)OCC2CCCCN21)Nc1ccccc1C(F)(F)F` (stereo unspecified) gave SIAH1 antagonists 4.4%, XIAP displacement -8.1%, WT yeast gro inh -7.6, TNAP activators 1.2, Myeloid diff 2 inactive, PMI inhibition -17.3%, RSV antiviral HEp-2 1.3%, PMI inhibitors -13.6%, PhoP inhibition -3.3%, WT yeast gro inh mutant strain -3.3 and Myeloid diff 2 GFP+ MAC1+ % 1.2.
`COc1ccc(-c2noc(=O)n2Cc2ccccc2F)cc1` gave SIAH1 antagonists 14.8%, Myeloid diff 2 inactive, RSV antiviral HEp-2 0.4%, PhoP inhibition -2.6% and Myeloid diff 2 GFP+ MAC1+ % 0.6.
Screening O=[N+]([O-])c1cccnc1Oc1ccc(F)cc1F returned SIAH1 antagonists 2.4%, Myeloid diff 2 inactive, RSV antiviral HEp-2 1.4%, PhoP inhibition 1.5% and Myeloid diff 2 GFP+ MAC1+ % 0.7.
`C[C@]12C(=O)N(c3cccc(F)c3)C(=O)N1[C@@H]1c3ccccc3OC[C@@H]1[C@H]2c1ccccc1` gave SIAH1 antagonists 5.8%, Myeloid diff 2 inactive, RSV antiviral HEp-2 4.1%, PhoP inhibition -5.0% and Myeloid diff 2 GFP+ MAC1+ % 0.4.
For FC(F)Sc1ccc(-n2c(-c3ccc(Cl)cc3)c[n+]3c2CCC3)cc1 the results were SIAH1 antagonists -3.9%, XIAP displacement -5.6%, WT yeast gro inh 8.3, TNAP activators 1.1, Myeloid diff 2 inactive, PMI inhibition -0.4%, RSV antiviral HEp-2 6.6%, PMI inhibitors 0.3%, PhoP inhibition 0.5%, WT yeast gro inh mutant strain 3.4 and Myeloid diff 2 GFP+ MAC1+ % 0.6.
`C=CCn1c(CSc2nnc(-c3ccccc3)n2C)n[nH]c1=S` gave SIAH1 antagonists -4.4%, Myeloid diff 2 inactive, RSV antiviral HEp-2 1.1%, PhoP inhibition -5.8% and Myeloid diff 2 GFP+ MAC1+ % 0.3.

Screening results deposited in PubChem BioAssay by several laboratories.
